OXTR agonist – activates the human oxytocin receptor; P30559; CHO-OTR cells, Fluo-8 calcium fluorescence; normalized: DMSO 0%, oxytocin 100%; activation, % at 3 µM; actives 0.32% (n = 320,000); AID 2435;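 active = activation above the mean of all tested compounds plus 3 SD, cutoff set per screening run, cut at about 20% in these data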;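 note: peak over basal fluorescence ratio from a 100 s FLIPR kinetic read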
Target sequence (P30559 whole entry, looked up): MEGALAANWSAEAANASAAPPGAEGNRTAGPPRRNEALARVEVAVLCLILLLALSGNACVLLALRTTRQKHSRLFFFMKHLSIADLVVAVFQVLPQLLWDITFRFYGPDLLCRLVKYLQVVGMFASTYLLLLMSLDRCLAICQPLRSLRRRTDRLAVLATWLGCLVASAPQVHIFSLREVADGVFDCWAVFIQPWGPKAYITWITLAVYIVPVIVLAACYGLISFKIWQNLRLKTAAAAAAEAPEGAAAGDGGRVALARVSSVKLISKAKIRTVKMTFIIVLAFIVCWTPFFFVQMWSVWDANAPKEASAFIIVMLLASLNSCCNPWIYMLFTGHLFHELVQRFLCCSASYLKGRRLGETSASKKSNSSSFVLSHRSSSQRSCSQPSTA
OXTR potentiator – potentiates the human oxytocin receptor response | CHO-OTR cells, Fluo-8 calcium fluorescence, potentiator mode; 0% = oxytocin EC15, 100% = EC100 | activation, % at 3 µM | P30559 | AID 2445 | actives 0.061% (n = 320,000);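 active = activation above that plate's cutoff, the mean activation of tested compounds plus 3 SD, cut at about 6.6% in these data, passing the limit was not always enough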;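 note: 100% uses oxytocin at 75 nM as the full agonist control; some results filed as inactive read as strong as hits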
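Assay system: CHO-OTR cells, human receptor / Also added: oxytocin at about EC15, sub-maximal agonist stimulus / Dosing: single dose, 3.0 µM nominal final compound concentration / Incubation: 6 min pre-incubation, 100 s read / Technique: Fluo-8 calcium dye fluorescence / Read-out: % activation vs EC15 and EC100 oxytocin / Benchmarks: EC15 oxytocin low, 75 nM oxytocin high / Replicates: singlicate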
M1 ag – activates human CHRM1 receptor | CHO-K1 hM1, Fluo-8 calcium fluorescence, agonist mode; 0% DMSO, 100% acetylcholine EC100 | actives 0.33% (n = 360,000) | activation, % at 3 µM;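 active = activation above the run's mean compound activation plus 3 SD, cut at about 16% in these data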;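 note: peak over basal fluorescence ratio within a 140 s kinetic read after compound addition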
CHRM1 antagonist – human CHRM1 antagonism | CHO-K1 hM1, Fluo-8 calcium fluorescence, ACh EC80 antagonist | inhibition, % at 3 µM | actives 1.3% (n = 360,000) | AID 588852;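 active = percent inhibition above its own plate's cutoff, namely the mean of that plate's compound wells plus 3 SD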;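 note: peak over basal fluorescence ratio during 140 s after agonist addition; 0% = ACh EC80 plus DMSO and 100% = DMSO alone without agonist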
TAAR1 agonist – agonists of human TAAR1; AID 624467; activation, % at 3 µM; CHO RD-HGA16 TAAR1, Fluo-8 calcium fluorescence; vehicle wells 0%, saturating PEA agonist 100%; actives 0.99% (n = 360,000); Q96RJ0;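 active = activation above the mean activation of all test compounds in the run plus 3 SD, cut at about 38% in these data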
Target sequence (Q96RJ0 whole entry, looked up): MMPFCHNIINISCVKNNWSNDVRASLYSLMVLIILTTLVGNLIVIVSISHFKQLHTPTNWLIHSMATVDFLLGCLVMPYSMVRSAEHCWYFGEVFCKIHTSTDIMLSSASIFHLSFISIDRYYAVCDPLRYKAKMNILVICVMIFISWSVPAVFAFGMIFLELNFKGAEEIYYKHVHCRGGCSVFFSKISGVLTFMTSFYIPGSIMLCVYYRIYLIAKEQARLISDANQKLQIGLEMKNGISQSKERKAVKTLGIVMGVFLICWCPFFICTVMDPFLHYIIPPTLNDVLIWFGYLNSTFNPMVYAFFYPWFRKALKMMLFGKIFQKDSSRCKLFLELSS
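Test system: RD-HGA16 (CHO) cells co-expressing Gα16 and hTAAR1 / Benchmarks: DMSO vehicle as 0%, PEA at EC100 as 100% / Repeats: no replicates (n 1) / Measure: % activation from peak over basal fluorescence ratio, DMSO-to-PEA scaled / Timing: 17-24 h plating, Fluo-8 75 min 37 °C, 30 min RT / Technique: kinetic Fluo-8 calcium fluorescence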
TAAR1 antag – human TAAR1 antagonism; Q96RJ0; CHO RD-HGA16 TAAR1, Fluo-8 calcium fluorescence, antagonist; inhibition, % at 3 µM; actives 1.5% (n = 360,000); AID 624466;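 active = inhibition above a per-plate cutoff, the mean inhibition of test compounds on that plate plus 3 SD, cut at about 49% in these data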;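 note: 0% = DMSO plus EC80 beta-PEA response and 100% = DMSO alone without agonist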
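test system = CHO RD-HGA16 cells bearing hTAAR1 | replication = singlicate | controls = DMSO-only wells and EC80 β-PEA-stimulated wells | reagent = EC80 β-phenethylamine stimulus | read-out basis = percent inhibition of PEA-evoked calcium signal, max/basal emission ratio | schedule = seeding 17-24 h prior, 75-min 37 °C, 30-min RT dye loading | signal = kinetic Fluo-8 calcium fluorescence measurement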
CHO parental Ca – counter-screen: ATP calcium response change in parental CHO cells; inhibition, % at 5.6 µM; actives 0.63% (n = 330,000); parental CHO-K1, ATP-induced calcium, Fluo-8 fluorescence;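 active = inhibition above that plate's mean sample inhibition plus 3 SD, cut at about 26% in these data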;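 note: 0% = ATP-challenged DMSO wells and 100% = DMSO wells without ATP; some compounds past the cut are filed as inactive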
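test system = CHO parental line | reagent = ATP stimulus | measured by = intracellular calcium via Fluo-8 no-wash fluorescent dye | control set = ATP and no-ATP DMSO wells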
V1R ag counter – V1a receptor agonism, counter-screen for OXTR agonists; P37288; CHO-V1R cells, Fluo-8 calcium fluorescence, agonist mode; 0% DMSO, 100% 3 nM vasopressin; activation, % at 3 µM; actives 0.25% (n = 320,000);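 active = activation above the mean activation of all tested compounds plus 3 SD, per screening run, cut at about 20% in these data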;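 note: signal is peak over basal fluorescence ratio across a 100 second FLIPR read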
CHRM1 PAM – human CHRM1 positive allosteric modulation | P11229 | CHO-K1 hM1, Fluo-8 calcium fluorescence, ACh EC20; 0% = ACh EC20, 100% = maximal ACh | activation, % at 3 µM | actives 0.088% (n = 360,000) | AID 588819; in the data active = activation above about 19%, passing the limit was not always enough
Starred values were filed as active, the others as inactive; nt = not tested or not shown. No enrichment for hits; any-hit rate near 3.7%.

SMILES | OXTR agonist | OXTR potentiator | M1 ag | CHRM1 antagonist | TAAR1 agonist | TAAR1 antag | CHO parental Ca | V1R ag counter | CHRM1 PAM
CCc1cc(SC#N)cc(C)c1N | -0.5 | -4 | -5 | -16 | 9 | -5 | 6 | -0.6 | 13
Cc1cc(C)nc(N(C#N)Cc2ccc([N+](=O)[O-])cc2)n1 | 0.3 | -1 | -10 | 0 | 1 | -8 | -7 | -0.5 | 2
CC1CCC(NC(=O)Nc2cccs2)CC1 (stereo not drawn) | -1.2 | -8 | -1 | -10 | 2 | -18 | 10 | -1.2 | 16
CN(C)S(=O)(=O)c1ccc2c(c1)nc(CCC(=O)NCCc1ccc(Cl)cc1)n2C | -0.2 | 2 | -6 | -6 | 3 | -3 | -12 | -0.9 | 10
Cc1cccc(C)c1NC(=O)CNC(=O)c1c(C)nn(-c2ccccc2)c1Cl | -0.4 | -10 | -3 | -11 | 0 | -22 | -4 | -0.5 | 9
CC1(C)Cc2c(sc3[nH]c(=O)n(CC(=O)NCC4CCCO4)c(=O)c23)CO1 (stereo not drawn) | 1.0 | -13 | 0 | -12 | 0 | -19 | -12 | -0.3 | 6
CCOC(=O)C(=O)Nc1ccccc1C(N)=O | -0.5 | -9 | -4 | -10 | 12 | 2 | -5 | -0.1 | 9
O=C(CN1C(=O)NC2(CCCC2)C1=O)N1CCN(Cc2ccccc2)CC1 | 0.9 | -4 | -1 | -1 | 1 | -17 | 10 | 0.0 | -2
CCCCCCSc1ccc([C@H]2N[C@@](CC(C)C)(C(=O)OC)[C@H]3C(=O)N(CC)C(=O)[C@@H]23)cc1 | -0.1 | -5 | -1 | -3 | 1 | -11 | -10 | 1.9 | 9
CCOc1ccc(S(=O)(=O)N2CCc3ccccc3C2)cc1 | -2.3 | -28 | -3 | 2 | 0 | 20 | 18 | -0.7 | 0
Cc1ccc(OCC(=O)NC2CCCC2)c(C)c1 | -2.4 | -4 | -4 | -20 | 10 | 3 | -24 | -0.8 | 6
COc1ccc(NC(=O)c2ccc(N3C(=O)C4CC=C(Cl)CC4C3=O)cc2)cc1 (stereo not drawn) | 2.3 | 0 | -2 | 6 | 8 | 9 | -1 | 4.1 | -3
COC(=O)c1ccc(Sc2ccc(Cl)cc2)c(N)c1 | -0.9 | -7 | -6 | -5 | 7 | 13 | 0 | -0.4 | 2
CC(C)CNS(=O)(=O)c1ccc(Br)cc1N1CCC[C@@H]1CO | nt | nt | -6 | -8 | -1 | -30 | -16 | nt | 8
CCCc1nnc(SCc2ccc(OC)cc2)n1N | -0.2 | -5 | -3 | -4 | 0 | 8 | -4 | -0.5 | 7
Fc1ccc(-n2c(Cc3ccccc3)nnc2SCc2nc(-c3ccc(Cl)cc3)no2)cc1 | 4.9 | -1 | -4 | -1 | 3 | -22 | -16 | 6.3 | 7
COc1ccccc1N1CC(C(=O)OC(C)C(=O)Nc2ccc(F)cc2)CC1=O (stereo not drawn) | nt | nt | 2 | -8 | 2 | 4 | nt | nt | 1
Cc1cc2ncc(Cl)nc2cc1C | 1.0 | -8 | -8 | -9 | 1 | -12 | 10 | 0.2 | 5
Cc1ccc(CNc2nc3ccccc3n2C)cc1 | -1.1 | -4 | -6 | -23 | 0 | -2 | -11 | -0.7 | 17
O=C(CSc1nnc(COc2ccccc2)o1)N1CCCC1 | -0.2 | -6 | -1 | -14 | -1 | 9 | -1 | 1.1 | 19
Cc1nn(-c2ccccc2)c2sc(C(=O)OC3CCOC3=O)cc12 (stereo not drawn) | 0.4 | -18 | -4 | -6 | 3 | 4 | -23 | 1.5 | 4
O=C(Nc1cccnc1)c1ccccc1-c1nc(-c2ccccc2F)no1 | 1.3 | -4 | -4 | 6 | 7 | 6 | -24 | 0.5 | -2
CC(C)C(=O)Nc1ccc(COc2ccccc2CN(Cc2ccccc2)C(=O)OC(C)(C)C)cc1 | nt | nt | -4 | 0 | 3 | 12 | nt | nt | -8
CCOC(=O)c1sc(/N=C/c2ccc(O)cc2O)cc1C | 0.4 | -8 | -7 | -8 | 1 | -11 | -1 | 0.6 | 10
CC(C)c1ccc(/C=C2\Oc3c(ccc(O)c3CN3CCN(C)CC3)C2=O)cc1 | 5.2 | -6 | 6 | 0 | 6 | -2 | 0 | 3.8 | 2
CC(=O)CCc1c(C)nc2ccc(C(=O)O)cc2c1Cl | 0.2 | -7 | 2 | -10 | 0 | 11 | -10 | 0.7 | 21
COc1ccc(/C=C(\C#N)C(=O)OCC(=O)Nc2ccc(C(C)(C)C)cc2)cc1 | -1.5 | -5 | -6 | -7 | -3 | 12 | -18 | -0.9 | 6
O=C(CCS(=O)(=O)c1ccccc1)Nc1ccc(S(=O)(=O)Nc2ncccn2)cc1 | -0.1 | -6 | -1 | -19 | 0 | -2 | 7 | 1.0 | 12
Cn1c(=O)[nH]c(=O)c2c1nc(N1CCCC1)n2CC(O)COc1ccccc1 (stereo not drawn) | 0.6 | 5 | -3 | 2 | 4 | 9 | -7 | 0.7 | -6
Cc1cc(Cl)ccc1OC(C)C(=O)Nc1ccccc1N1CCOCC1 (stereo not drawn) | -2.3 | -11 | 0 | 3 | 10 | 30 | -31 | 0.5 | 4
Clc1ccc(-c2csc(N/N=C/c3cccnc3)n2)c(Cl)c1 | -0.9 | -2 | -7 | -11 | 31 | -10 | -28 | -0.9 | 0
CCC(=O)c1ccc(OCCSc2ncccn2)cc1 | -0.9 | -15 | -3 | -31 | 1 | 6 | -37 | 0.8 | 8
CC(C)(C)c1ccc(CS(=O)(=O)CC2(O)CCN(C(=O)c3cccc(C(F)(F)F)c3)CC2)cc1 | 1.0 | 4 | -1 | -10 | 11 | 2 | 1 | 0.4 | 8
O=C(CCCN1C(=O)/C(=C\c2cccs2)SC1=S)Nc1ccccc1O | nt | nt | 0 | 5 | 3 | 38 | nt | nt | -6
O=C(/C=C/Nc1ccc(F)cc1)c1ccco1 | -0.9 | 1 | -5 | 0 | 2 | -7 | 1 | 0.9 | 1
COC(=O)CN(C)C(=O)c1ccc(OC)c(OC2CCN(C(C)C)CC2)c1 | -0.7 | -17 | -9 | -7 | 2 | -4 | -2 | -0.5 | 4
O=C(O)CNC(=O)c1ccccc1F | 0.3 | -18 | 0 | -2 | 7 | 6 | 7 | -0.1 | 6
Cc1cccc2cc(CN(Cc3nnnn3Cc3ccco3)C3CCCC3)c3nnnn3c12 | -2.2 | -17 | -3 | -14 | 12 | 26 | -16 | 0.8 | 8
COc1ccccc1NS(=O)(=O)c1cccc(C(=O)N2CC(C)OC(C)C2)c1 (stereo not drawn) | 0.4 | -2 | -1 | -9 | 4 | -20 | -4 | 1.6 | 6
O=C(Nc1cn(-c2ccccc2)nc1-c1ccc(Cl)cc1)c1ccccc1 | -1.3 | -7 | -5 | -2 | -2 | 8 | -6 | 1.0 | 6
COc1ccc(OCc2cccc(C(=O)NN)c2)cc1 | -0.1 | -4 | -5 | -2 | -1 | -4 | 3 | 0.9 | 4
O=c1c2ccccc2nc(-c2cccs2)n1-c1cccc2ccccc12 | -0.6 | 1 | -5 | 9 | -1 | -35 | -9 | 2.4 | -2
CCOC(=O)N1CCN(C2CC(=O)N(c3ccc(Oc4ccccc4)cc3)C2=O)CC1 (stereo not drawn) | 4.4 | -10 | -2 | -12 | 17 | 1 | -7 | 4.9 | 11
CC(C)C12CN3CC(C(C)C)(CN(C1)C3c1ccccc1O)C2=O (stereo not drawn) | -2.6 | 2 | -2 | 7 | 6 | -5 | -30 | -1.6 | 2
O=C(NCC1CC1)c1ccc(Nc2nc3ccc(Br)cc3[nH]2)cc1 | -0.8 | -8 | -4 | 0 | 49* | 93* | -28 | -0.7 | 6
O=c1c2ccccc2[nH]c(=S)n1Cc1cccnc1 | 0.6 | 1 | -3 | -10 | 4 | -6 | -11 | -0.5 | 4
O=C(CN1CCCCCCC1)NC(=O)NC1CCCCC1 | -1.7 | 0 | -11 | -13 | 19 | 7 | -11 | -0.7 | 15
COc1ccc(C(=O)Nc2cccc(C(C)=O)c2)cc1S(=O)(=O)N1CCOCC1 | -1.7 | -14 | -3 | 3 | 1 | -3 | -1 | -0.5 | -1
O=C(Nc1cccc(-n2cnnn2)c1)c1cccnc1 | -1.0 | -11 | -2 | 0 | 1 | -34 | 14 | 1.1 | 2
Cc1cccc(-c2nc3c(c(SCC(=O)N4CCOCC4)n2)CCCC3)c1 | -1.5 | -1 | -4 | -13 | -1 | -12 | -8 | -0.7 | 10
O=C(C1CCN(c2ncnc3c2nc2n3CCCCC2)CC1)N1CCCCC1 | 1.0 | -3 | -2 | -12 | 3 | -7 | -12 | 2.5 | 13
Cn1cc(S(=O)(=O)N2CCN(c3ccccc3F)CC2)c(=O)n(C)c1=O | -0.6 | -5 | -4 | -4 | 0 | -11 | -6 | -0.6 | 3
Cc1cccc(OCc2n[nH]c(=S)o2)c1 | -0.5 | 0 | -4 | 3 | 6 | -15 | 2 | 1.8 | 6
COc1ccccc1OCC(=O)N/N=C1\CCc2ccccc21 | 0.7 | -9 | -3 | -2 | 9 | 2 | -13 | 0.5 | 1
COc1ccc(C(=O)NNC(=O)C23CC4CC(CC(C4)C2)C3)c(OC)c1 | 0.7 | -5 | -4 | -9 | 5 | -6 | -3 | 1.2 | 5
O=C(Nc1ccc(Cl)cc1Cl)c1n[nH]c(Cn2cncn2)n1 | 0.8 | 0 | -3 | -4 | 5 | 11 | -10 | 0.2 | 7
Cc1ccc(CS(=O)(=O)CCC(=O)NCCN(C)Cc2ccccc2)cc1 | -0.8 | -1 | -8 | 5 | 9 | 0 | -4 | -0.4 | -1
Cc1ccc(NS(=O)(=O)c2ccc(NC(=O)C3CC3)cc2)c(C)c1 | 12 | -17 | 8 | 4 | 17 | 9 | 7 | 14 | -5
Cc1nn(Cc2ccc(Cl)cc2)c(C)c1NC(=O)CCCn1nc([N+](=O)[O-])c(Cl)c1C | 3.4 | -12 | -5 | -2 | 1 | -17 | -15 | 5.2 | 5
O=C(O)c1ccccc1Sc1ncnc2sccc12 | 0.3 | -3 | -1 | -13 | 1 | -23 | -2 | 1.4 | 7

Screening results deposited in PubChem BioAssay by The Scripps Research Institute Molecular Screening Center.
